TAAR1 antagonist = antagonists of human TAAR1; 360,000 compounds, 1.5% hits; Q96RJ0; CHO RD-HGA16 TAAR1, Fluo-8 calcium fluorescence, antagonist; inhibition, % at 3 µM;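 active = inhibition above a per-plate cutoff, the mean inhibition of test compounds on that plate plus 3 SD, cut at about 49% in these data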;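 note: 0% = DMSO plus EC80 beta-PEA response and 100% = DMSO alone without agonist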
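Material: CHO RD-HGA16 cells bearing hTAAR1; compound dosing: one-point dosing, 3 µM nominal final; schedule: dye loading 75 min at 37 °C, then 30 min room temperature; measured by: calcium fluorescence with Fluo-8; control set: vehicle and agonist controls; replication: n of 1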
M5 PAM = CHRM5 positive allosteric modulation; CHO-K1 hM5, Fluo-8 calcium, ACh EC20 PAM; 0% = ACh EC20, 100% = ACh EC100; activation, % at 3 µM; 360,000 compounds, 0.3% hits; AID 624038;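 active = activation above the run cutoff, the mean activation of all test compounds plus 3 SD, cut at about 18% in these data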
Target sequence (P08912 whole entry, looked up): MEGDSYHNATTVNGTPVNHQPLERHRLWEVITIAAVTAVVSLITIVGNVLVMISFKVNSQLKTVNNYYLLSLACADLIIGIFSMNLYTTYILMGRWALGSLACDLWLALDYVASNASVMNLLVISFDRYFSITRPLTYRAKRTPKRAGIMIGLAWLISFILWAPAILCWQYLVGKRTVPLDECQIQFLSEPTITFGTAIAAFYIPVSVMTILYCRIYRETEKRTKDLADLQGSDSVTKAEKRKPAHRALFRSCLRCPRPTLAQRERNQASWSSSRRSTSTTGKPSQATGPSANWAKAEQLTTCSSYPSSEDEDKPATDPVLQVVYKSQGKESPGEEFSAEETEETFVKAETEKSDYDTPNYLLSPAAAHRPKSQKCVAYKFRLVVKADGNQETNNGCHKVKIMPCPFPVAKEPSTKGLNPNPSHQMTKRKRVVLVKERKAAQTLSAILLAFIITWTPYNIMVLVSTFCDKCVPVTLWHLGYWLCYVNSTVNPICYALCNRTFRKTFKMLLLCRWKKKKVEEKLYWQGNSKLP
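Measured by: Fluo-8 calcium fluorescence; material: human M5 receptor in CHO-K1 cells; schedule: Post-acetylcholine fluorescence recording 140 s; benchmarks: low control EC20 acetylcholine (0%), high control EC100 acetylcholine (100%); read-out: Max/basal fluorescence ratio as % of EC20–EC100 ACh window; compound: single dose, 3 µM nominal final test concentration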
CRFBP-R2 block = CRF-BP/CRF-R2 complex antagonism. inhibition, % at 11.8 µM. HEK293 CRF-R2/CRF-BP, CRF-induced calcium fluorescence. 350,000 compounds, 0.59% hits;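 active = inhibition of the ligand-induced calcium signal above about 50% at the single tested concentration, limit read from the data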
TAAR1 agonist = human TAAR1 agonism | Q96RJ0 | CHO RD-HGA16 TAAR1, Fluo-8 calcium fluorescence; vehicle wells 0%, saturating PEA agonist 100% | activation, % at 3 µM | 360,000 compounds, 0.99% hits;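 active = activation above the mean activation of all test compounds in the run plus 3 SD, cut at about 38% in these data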
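Assay system: CHO-derived RD-HGA16 cells with stable Gα16 and human TAAR1; timing: 17-24 h seeding, 75 min 37 °C dye, 30 min RT; read-out: % activation from peak over basal fluorescence ratio, DMSO-to-PEA scaled; measured by: kinetic Fluo-8 calcium fluorescence; benchmarks: low control DMSO, high control PEA (EC100); doses: 3 µM single concentration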
CHRM5 antagonist = blocks acetylcholine activation of human M5 receptor; P08912; CHO-hM5 cells, Fluo-8 calcium fluorescence, ACh EC80; inhibition, % at 3 µM; 360,000 compounds, 0.59% hits;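 active = inhibition above a per-plate cutoff, the mean of that plate's test compounds plus 3 SD, cut at about 27% in these data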;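 note: 0% = acetylcholine EC80 with DMSO and 100% = DMSO without agonist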
CHRM4 PAM = potentiates acetylcholine response at human M4 receptor; P08173; 360,000 compounds, 0.4% hits; AID 624126; CHO-K1 hM4/Gqi5, Fluo-8 calcium fluorescence, ACh EC20; 0% = ACh EC20, 100% = maximal ACh; activation, % at 3 µM;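 active = activation above its plate's cutoff, the mean activation of sample wells plus 3 SD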; note: some results filed as inactive read as strong as hits
Target sequence (P08173 whole entry, looked up): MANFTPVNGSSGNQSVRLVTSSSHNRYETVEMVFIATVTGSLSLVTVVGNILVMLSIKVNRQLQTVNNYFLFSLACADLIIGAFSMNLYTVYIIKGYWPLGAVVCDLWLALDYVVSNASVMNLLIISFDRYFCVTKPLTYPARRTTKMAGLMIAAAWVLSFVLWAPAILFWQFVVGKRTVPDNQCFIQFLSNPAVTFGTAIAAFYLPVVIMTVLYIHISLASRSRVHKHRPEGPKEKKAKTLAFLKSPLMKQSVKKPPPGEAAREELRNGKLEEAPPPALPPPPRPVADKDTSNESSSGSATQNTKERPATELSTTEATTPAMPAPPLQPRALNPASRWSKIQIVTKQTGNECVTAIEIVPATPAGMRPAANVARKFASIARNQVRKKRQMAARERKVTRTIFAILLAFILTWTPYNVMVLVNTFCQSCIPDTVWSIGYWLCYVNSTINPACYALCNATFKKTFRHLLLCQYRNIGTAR
CRFBP-R2 agonist = CRF-BP/CRF-R2 complex agonism; HEK293 CRF-R2/CRF-BP, calcium dye fluorescence (FLIPR); percent of saturating CRF peptide response; activation, % at 13.2 µM; 350,000 compounds, 0.46% hits; AID 588473;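 active = activation of at least 50%, plus an integration ratio under a set limit after plate pattern correction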;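 note: plate controls were neutral control wells without compound for no effect and CRF at EC100 for full effect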
CHRM5 agonist = agonists of human muscarinic M5 receptor (CHRM5) | P08912 | CHO-K1 hM5 cells, Fluo-8 calcium fluorescence; 0% DMSO wells, 100% maximal acetylcholine response | activation, % at 3 µM | 360,000 compounds, 0.19% hits | AID 624037;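 active = activation above the run's mean over test compounds plus 3 SD, cut at about 23% in these data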;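 note: signal is peak over basal fluorescence ratio across the kinetic read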
CHO-K1 Ca PAM = nonselective activator or artifact in parental CHO-K1 calcium assay. ATP EC20, Fluo-8 calcium fluorescence; 0% at ATP EC20, 100% at ATP max. activation, % at 3 µM. 360,000 compounds, 0.02% hits;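 active = activation above the run cutoff, the mean activation of all test compounds plus 3 SD, cut at about 40% in these data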;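 note: peak over basal fluorescence ratio in a 140 s read after ATP addition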
* = called active by the depositor; x = not tested or not shown. The order is random; about 4.2% have a hit in one of these screens.

Sequence of screens – TAAR1 antagonist	M5 PAM	CRFBP-R2 block	TAAR1 agonist	CHRM5 antagonist	CHRM4 PAM	CRFBP-R2 agonist	CHRM5 agonist	CHO-K1 Ca PAM
Cc1ccc(C2=NNC(C(O)C(O)C(O)C(C)O)S2)cc1 (stereo not given)
 : -6	-18	14	4	5	1	-0.5	-5	9
COc1ccc(CCC(=O)Nc2sc(C(=O)N(C)C)c(C)c2C#N)cc1
 : -9	-3	-9	0	8	3	-0.4	-1	-17
O=C(c1ccccc1-n1cccc1)N1N=C(C(F)F)CC1(O)C(F)F (stereo not given)
 : -11	2	-18	0	4	11	-5.2	-9	5
CN(C)C(C)(C)/C=C/C(O)(c1ccccc1)c1ccccc1
 : -3	-30	4	0	63*	-16	0.1	-20	-1
O=[N+]([O-])c1ccccc1OCCCN1CCc2ccccc2C1
 : -19	-2	-5	19	0	-6	0.9	-1	16
COc1ccc(OC)c(CCNC(=O)Cn2nc(C)c3c(C)n(-c4ccc(C)cc4)nc3c2=O)c1
 : -5	-12	4	5	20	-19	1.1	-6	6
CC(C)NC(=O)c1ccc(C2SCC(=O)N2Cc2ccccc2)cc1 (stereo not given)
 : -7	-7	-5	1	3	-8	-0.6	-6	4
CSc1nc(N)nc(SC2C=CCCC2)c1C#N (stereo not given)
 : 28	-4	-1	14	-2	2	1.4	0	6
O=[N+]([O-])c1cc(Cl)c(O)c2ncccc12
 : 9	-2	-12	0	-2	0	0.7	1	15
CC(=O)C1=C(C)N=c2s/c(=C/c3ccc4c(c3)OCO4)c(=O)n2C1c1ccc(N(C)C)cc1 (stereo not given)
 : -33	1	1	2	6	-4	-0.4	-1	6

The list goes on:
Sequence of screens – TAAR1 antagonist	M5 PAM	CRFBP-R2 block	TAAR1 agonist	CHRM5 antagonist	CHRM4 PAM	CRFBP-R2 agonist	CHRM5 agonist	CHO-K1 Ca PAM
Cc1nc(-c2ccccc2)sc1C(=O)/C=C/N(C)C
 : -2	1	1	5	7	0	-0.7	0	18
COc1ccccc1C1=CC(=O)C[C@H](c2ccc3c(c2)OCO3)C1
 : 28	-5	14	4	-9	5	-3.2	3	9
CCOc1c2ccc(C(=O)NCc3ccc(OC)cc3)cc2nn1CCOC
 : -13	4	7	4	6	11	-2.0	3	6
Cc1cc(-c2ccc(Cl)cc2)n2nc(C)cc2n1
 : -15	6	-6	10	0	0	-0.4	-2	18
Oc1ccc2ccccc2c1/C=N/n1cnnc1
 : -3	-2	-14	11	-7	6	-0.1	0	-4
Cn1c(N)c(C(=O)COC(=O)COc2ccccc2Cl)c(=O)n(C)c1=O
 : 7	4	1	4	-16	1	-0.4	-1	-22
Cc1c(N=Cc2ccc(Cl)o2)c(=O)n(-c2ccccc2)n1C
 : x	-3	2	x	11	-4	1.1	-2	25
CCOC(=O)c1sc(NC(=O)c2cccs2)nc1C
 : -19	-2	10	-1	1	2	0.8	1	18
CCOC(=O)c1sc(N)c(C#N)c1COC(=O)CNC(=O)c1cc(OC)c(OC)c(OC)c1
 : -21	-2	-35	9	2	-4	8.2	3	1
O=C(CC(SCc1ccco1)c1ccc(O)cc1)c1cccs1 (stereo not given)
 : 27	-6	8	4	2	-6	-0.3	-2	7

Ordered by molecular weight (high to low): part of the list above.
Sequence of screens – TAAR1 antagonist	M5 PAM	CRFBP-R2 block	TAAR1 agonist	CHRM5 antagonist	CHRM4 PAM	CRFBP-R2 agonist	CHRM5 agonist	CHO-K1 Ca PAM
CC(=O)C1=C(C)N=c2s/c(=C/c3ccc4c(c3)OCO4)c(=O)n2C1c1ccc(N(C)C)cc1 (stereo not given)
 : -33	1	1	2	6	-4	-0.4	-1	6
CCOc1c2ccc(C(=O)NCc3ccc(OC)cc3)cc2nn1CCOC
 : -13	4	7	4	6	11	-2.0	3	6
O=C(c1ccccc1-n1cccc1)N1N=C(C(F)F)CC1(O)C(F)F (stereo not given)
 : -11	2	-18	0	4	11	-5.2	-9	5
CC(C)NC(=O)c1ccc(C2SCC(=O)N2Cc2ccccc2)cc1 (stereo not given)
 : -7	-7	-5	1	3	-8	-0.6	-6	4
COc1ccccc1C1=CC(=O)C[C@H](c2ccc3c(c2)OCO3)C1
 : 28	-5	14	4	-9	5	-3.2	3	9
O=[N+]([O-])c1ccccc1OCCCN1CCc2ccccc2C1
 : -19	-2	-5	19	0	-6	0.9	-1	16
CN(C)C(C)(C)/C=C/C(O)(c1ccccc1)c1ccccc1
 : -3	-30	4	0	63*	-16	0.1	-20	-1
CSc1nc(N)nc(SC2C=CCCC2)c1C#N (stereo not given)
 : 28	-4	-1	14	-2	2	1.4	0	6
Cc1cc(-c2ccc(Cl)cc2)n2nc(C)cc2n1
 : -15	6	-6	10	0	0	-0.4	-2	18

The results go on.
Sequence of screens – TAAR1 antagonist	M5 PAM	CRFBP-R2 block	TAAR1 agonist	CHRM5 antagonist	CHRM4 PAM	CRFBP-R2 agonist	CHRM5 agonist	CHO-K1 Ca PAM
Cc1nnc(SCc2ccccc2CSc2nnc(C)s2)s1
 : -5	-11	-9	-1	18	-15	-0.1	-6	4
COc1cc(Cl)c(C)cc1NC(=O)COC(=O)CCc1nc2ccccc2c(=O)[nH]1
 : 6	-6	-1	2	6	-7	-1.1	1	-28
CC1=NN(c2nc3ccccc3[nH]2)C(=O)/C1=C/N(C)C
 : x	0	-1	x	5	16	0.2	-2	21
CC(C)(C)N1CSC(=S)N(Cc2ccccc2)C1
 : 2	-7	-20	3	13	-8	-0.4	1	-5
CC(=O)Nc1ccc(S(=O)(=O)NC2(C(F)(F)F)NC(=O)N(c3ccc(C)cc3)C2=O)cc1 (stereo not given)
 : 2	3	12	1	9	18	0.4	-6	-18
CN(C)/C=C(\C=N\OCc1ccc(Cl)cc1Cl)C(=O)Nc1ccc(Cl)c(Cl)c1
 : 16	-7	x	8	9	-9	x	4	0
CN(C(=O)CN1C(=O)NC2(CCCc3ccccc32)C1=O)C1CCCCC1 (stereo not given)
 : -15	-8	5	2	10	10	-1.0	-1	4
O=C(NC(=S)NCCC1=CCCCC1)c1cccnc1
 : -18	12	-24	-1	1	7	-3.2	-10	4
C[n+]1cccc(C(=O)[O-])c1
 : -20	2	-4	1	3	2	1.4	0	30
Cc1ccc(C)c(C(C)NC(=O)C2CCCO2)c1 (stereo not given)
 : -14	5	0	9	3	-3	-2.0	5	13

Further results follow:
Sequence of screens – TAAR1 antagonist	M5 PAM	CRFBP-R2 block	TAAR1 agonist	CHRM5 antagonist	CHRM4 PAM	CRFBP-R2 agonist	CHRM5 agonist	CHO-K1 Ca PAM
CC(C)(C)NC(=S)NNC(=O)c1ccc2ncccc2c1
 : -11	5	7	3	-2	6	0.1	2	6
Cc1cccc(-n2c(=S)[nH]c3sc4c(c3c2=O)CCc2ccccc2-4)c1
 : -5	4	-9	11	2	11	-0.1	2	21
CCCn1c(=O)c(C(=O)Nc2ccccc2C(=O)OC)c(O)c2ccccc21
 : 0	5	-28	-3	-7	17	-2.3	1	17
O=c1cc(SCc2ccccc2)nc[nH]1
 : -32	6	5	3	0	3	-1.0	3	23
CC1=Nn2c(nnc2-c2cc(-c3ccccc3)n[nH]2)SC1
 : 3	3	-8	4	-5	11	0.8	-4	6
Cn1c(=O)[nH]c(N)c(Br)c1=O
 : -11	2	11	0	3	-10	-1.8	3	4
Cc1ccc(S(=O)(=O)NCC(=O)OCC(=O)NCCc2ccccc2)cc1
 : -22	-4	20	2	4	1	0.2	2	15
CS(=O)(=O)N(Cc1cccc(CN(C(C(=O)O)c2ccccc2)S(C)(=O)=O)c1)C(C(=O)O)c1ccccc1 (stereo not given)
 : 5	5	-1	14	9	-5	0.2	0	-12
O=C(CCCc1nc2ccccc2s1)Nc1ccc(N2CCOCC2)cc1
 : -8	-4	0	4	-2	-12	-0.1	-4	13
CCCOc1ccc(/C(O)=C2/C(=O)C(=O)N(CCN(C)C)C2c2ccc(O)c(OC)c2)cc1 (stereo not given)
 : x	0	19	x	-4	6	2.0	5	3

(list continues)
Sequence of screens – TAAR1 antagonist	M5 PAM	CRFBP-R2 block	TAAR1 agonist	CHRM5 antagonist	CHRM4 PAM	CRFBP-R2 agonist	CHRM5 agonist	CHO-K1 Ca PAM
Cn1ccnc1COc1ccc(C=O)cc1
 : -3	-8	-7	8	12	-7	0.5	-1	3
COc1ccc2oc(C(=O)OCc3c(C)noc3C)c(C)c2c1
 : 10	-6	-6	11	12	11	-0.7	-2	9
C=CCOC1=CS(=O)(=O)N(Cc2ccc(Br)cc2)c2ccc(Br)cc21
 : -16	2	-6	2	-5	-8	-1.2	1	3
CN(Cc1cc2cc(F)ccc2[nH]1)Cc1nc(-c2cnccn2)no1
 : -19	3	13	0	9	8	-0.6	2	-2
C=CCNC(=O)C1CC1(c1cccc(C)c1)c1cccc(C)c1 (stereo not given)
 : -33	-4	-8	9	2	0	-0.2	1	6
COCCNc1ncnc2c1ncn2[C@H]1CN(Cc2ccc(-c3ccccc3)cc2)C[C@@H](CO)O1
 : 11	-10	x	17	17	-5	x	7	7
CN(C)S(=O)(=O)Oc1ccc(C(=O)Nc2ccc([N+](=O)[O-])cc2)cc1
 : 11	-10	11	6	0	-9	-0.6	4	12
O=C(NC(=O)N1CCOCC1)c1ccccc1
 : 5	0	6	2	-4	-5	5.5	0	14
CC(=O)c1cccc(NC(=O)c2cc(=O)c3ccccc3o2)c1
 : 2	4	-9	2	2	-2	-0.9	4	-16
O=C(CCCC(=O)N1CCN(c2ccccc2F)CC1)N1CCN(c2ccccc2F)CC1
 : -10	-3	-5	8	-1	0	0.3	2	10
N#CC1c2ccccc2C=CN1C(=O)N(c1ccccc1)c1ccccc1 (stereo not given)
 : -8	-2	16	0	11	1	-1.9	-3	4
